# Screening results from PubChem BioAssay.
# NS5 inhibitors – Dengue-2 NS5 methyltransferase inhibitors, primary screen, biochemical, confirmation dose response (AID 588689); inhibition, % at 25 µM; hits with a dose series show IC50 in µM; actives 0.3% (n = 340,000); Dengue-2 NS5 methyltransferase capping enzyme assay, biochemical; higher % means a stronger effect; in the data active means a potency from the dose series; inconclusive means inhibition above about 29% without an active follow-up result
# West Nile antiviral – West Nile virus antiviral activity, cell-based, CPE readout (AID 1621) | West Nile virus-infected cells, CPE inhibition; higher % means a stronger effect | one-dose CPE inhibition, % at 10 µM; IC50 in µM for titrated hits | actives 0.02% (n = 290,000); in the data active means a potency from the dose series; inconclusive means CPE inhibition mostly from about 3.7% at the one dose, without a potency; inactive means the rest, 99 in 100 with CPE inhibition below about 2.2%; further: strong numbers were not always called active
# AID2073 – disruptors of CaV2.2 binding to Mint1 – biochemical, HTRF (AID 2073) | HTRF protein-protein interaction, Mint1-CaV2.2; higher % means a stronger effect | one-dose inhibition, % at 20 µM; IC50 in µM for titrated hits | actives 0.19% (n = 290,000); in the data active means inhibition mostly above about 51%, no sharp cut-off; inconclusive means no clear call, values can overlap the other calls; inactive means mostly below about 53%; further: some results filed as inactive read as strong as hits
# NOD2 inhibition – inhibition of NOD2-driven NF-kB reporter – cell-based, luminescence, uHTS, HEK293 (AID 1566) | HEK293 NOD2/NF-kB luciferase reporter, luminescence; higher % means a stronger effect | inhibition, % at 4 µM, or EC50 in µM where a hit was titrated | actives 0.63% (n = 290,000); further: many of its hits are not listed in these tables
# KOR beta-arrestin-1 – kappa opioid receptor activators – cell-based, luminescence, uHTS, primary screen (AID 1777); KOR beta-arrestin recruitment, luminescence; higher % means a stronger effect; actives 0.02% (n = 280,000); activation, % at 10 µM; hits with a dose series show EC50 in µM; in the data active means activation above about 50%, passing the limit was not always enough; further: a part of the inactive calls stands beside numbers as strong as those of hits
# KOR beta-arrestin-2 – KOR antagonists, beta-arrestin recruitment, cell-based, luminescence, uHTS (AID 1778); KOR beta-arrestin recruitment, luminescence, antagonist mode; higher % means a stronger effect; actives 0.091% (n = 290,000); inhibition, % at 10 µM; hits with a dose series show IC50 in µM; further: strong numbers were not always called active
# NOD1 inhibition – NOD1 signaling inhibitors, primary screen, cell-based, luminescence, uHTS (AID 1578); actives 1% (n = 290,000); NOD1-driven NF-kB luciferase reporter cells, luminescence; higher % means a stronger effect; one-dose inhibition, % at 4 µM; EC50 in µM for titrated hits; in the data active means inhibition mostly above about 36%, no sharp cut-off; inactive means mostly below about 34%;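 further: HEK-293T reporter cells stimulated with the NOD1 agonist gamma-tri-DAP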
# Yfh1-depleted yeast – enhancers of respiration in Yfh1-depleted yeast, dose response, Friedreich's ataxia, plus single-dose screen (AID 1465) | actives 0.074% (n = 220,000) | one-dose fold induction at 50 µM; EC50 in µM for titrated hits | S. cerevisiae Yfh1-off respiration, WST-1 reduction, 72 h; higher fold induction means a stronger effect;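 active means fold induction of absorbance versus untreated yeast above a set limit, then at least 30% activation at any dose in follow-up; inconclusive means repeats straddling the limit, or above it without dose testing; inactive means fold induction below the set limit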;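 further: activators that raise dye reduction in frataxin-depleted yeast; strong numbers were not always called active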
# HIV fusion peptide – inhibitors of HIV fusion peptide binding, primary screen, biochemical, uHTS, fluorescence dequenching (AID 1986); cell-free peptide binding, fluorescence dequenching, 30 min; higher % means a stronger effect; inhibition, % at 20 µM; hits with a dose series show IC50 in µM; actives 0.3% (n = 290,000); in the data active means inhibition mostly above about 52%, no sharp cut-off; inactive means mostly below about 76%; further: some results filed as inactive read as strong as hits
# Active calls of the source: *; i = inactive; ? = inconclusive; . = not tested or not shown; [ ] = remark or other dose. Unless noted, no stated cut-off is given here; in the data, active means inhibition above about 50%; inactive means the rest.
SMILES,NS5 inhibitors,West Nile antiviral,AID2073,NOD2 inhibition,KOR beta-arrestin-1,KOR beta-arrestin-2,NOD1 inhibition,Yfh1-depleted yeast,HIV fusion peptide
COc1cc(C(=O)Nc2ccc(C)cc2)c2ccccc2n1,-1.3%,3.3%,-3.8%,-4.6%,0.4%,-58.8%,-3.3%,.,-0.4%
Cc1ccc(NC(=O)CSc2cccc3cccnc23)c(C)c1,7.0%,-0.9%,-25.4%,-161.5%,-2.0%,-8.1%,26.2%,.,2.4%
COc1ccc(Nc2nc(Cl)nc(NCc3ccco3)n2)cc1,-2.1%,-0.1%,-1.8%,18.3%,1.7%,-11.9%,-15.5%,i,0.9%
Cc1[nH]c2c(C)cccc2c1CCNC(=O)c1ccc2c(c1[N+](=O)[O-])C(=O)c1ccccc1C2=O,-2.1%,1.2%,-3.4%,-15.0%,2.7%,-20.7%,-13.8%,i,-0.5%
CCC(=O)/C=C1\Sc2ccc(OC)cc2N1CCO,-4.8%,0.0%,-64.7%,3.2%,-4.1%,30.1%,-23.8%,i,1.6%
C=CCNc1oc(-c2ccco2)nc1S(=O)(=O)c1ccccc1,-1.3%,-0.8%,-8.6%,3.8%,-1.9%,-9.1%,-9.4%,.,-0.4%
Cc1nn2c(-c3ccc(S(=O)(=O)N4CCN(C)CC4)o3)nnc2c2ccccc12,5.4%,-0.4%,23.1%,20.2%,-0.7%,-30.4%,-7.1%,.,0.1%
N#CCCn1cc(C(CC(=O)c2ccccc2)C(=O)O)c2ccccc21 (configuration not stated),-9.7%,0.0%,35.3%,3.4%,5.6%,7.2%,-22.4%,i,-0.2%
CC(=O)c1ccc(NC(=O)/C(=C\c2ccccc2)NC(=O)c2ccco2)cc1,.,0.4%,-8.1%,4.0%,2.7%,-3.1%,-17.4%,i,-0.6%
CCO[C@@H]1OC(C(=O)NC2CC2)=C[C@H](c2csc3ccccc23)[C@H]1CCCO,-0.4%,-0.5%,-8.7%,6.9%,-2.1%,10.8%,-7.7%,i,-0.8%

# Profiles, quoted from the list. Order of screens: NS5 inhibitors	West Nile antiviral	AID2073	NOD2 inhibition	KOR beta-arrestin-1	KOR beta-arrestin-2	NOD1 inhibition	Yfh1-depleted yeast	HIV fusion peptide
# Entry for CC(=O)c1ccc(NC(=O)/C(=C\c2ccccc2)NC(=O)c2ccco2)cc1 = .	0.4%	-8.1%	4.0%	2.7%	-3.1%	-17.4%	i	-0.6%
# Entry for N#CCCn1cc(C(CC(=O)c2ccccc2)C(=O)O)c2ccccc21 (configuration not stated) = -9.7%	0.0%	35.3%	3.4%	5.6%	7.2%	-22.4%	i	-0.2%
# Entry for Cc1[nH]c2c(C)cccc2c1CCNC(=O)c1ccc2c(c1[N+](=O)[O-])C(=O)c1ccccc1C2=O = -2.1%	1.2%	-3.4%	-15.0%	2.7%	-20.7%	-13.8%	i	-0.5%

# Additional records follow.
SMILES,NS5 inhibitors,West Nile antiviral,AID2073,NOD2 inhibition,KOR beta-arrestin-1,KOR beta-arrestin-2,NOD1 inhibition,Yfh1-depleted yeast,HIV fusion peptide
CCOC(=O)C1=C(C)C/C(=N\NC(=O)c2ccccc2O)CC1,-3.9%,0.1%,16.7%,-25.7%,-2.5%,10.1%,-7.5%,i,4.3%
O=C(CN1C(=O)NC2(CCCCCCC2)C1=O)NCc1ccc2c(c1)OCO2,-13.7%,-0.1%,26.1%,-36.7%,3.3%,-7.2%,-25.4%,i,0.0%
O=c1c(-c2ccc(Cl)cc2)coc2c(CN3CCOCC3)c(O)ccc12,-5.5%,-0.1%,25.1%,-2.9%,-3.4%,5.2%,-10.0%,i,0.4%
CN(C(=O)COC(=O)c1ccc(NS(=O)(=O)c2cccs2)cc1)C1CCCCC1,-3.6%,1.3%,-1.2%,10.7%,4.6%,9.8%,-12.1%,i,3.6%
C=CCn1c(COc2ccc3c(c2)CCCC3)nnc1SCC(=O)Nc1cccc(SC)c1,0.8%,0.1%,-11.0%,-9.3%,-3.1%,-23.4%,7.6%,i,-1.2%
CCOc1ccc(C(=O)NC(=S)Nc2ccccc2N2CCC(C)CC2)cc1[N+](=O)[O-],4.8%,0.0%,2.9%,10.0%,0.4%,-0.7%,28.0%,i,3.9%
Cc1onc(-c2ccccc2)c1C(=O)Nc1nc(-c2cc(F)ccc2F)cs1,-1.8%,0.9%,36.4%,-36.2%,22.7%,-123.8%,-80.2%,i,14.0%
Cc1cc(NC(=O)c2coc(=O)c(Br)c2)ccc1C(C)C,.,0.1%,2.0%,-173.6%,-0.6%,.,-10.1%,i,2.2%
CSc1nc2ccc(NC(=O)c3ccco3)cc2s1,-4.4%,0.6%,-1.7%,-64.4%,-5.6%,0.9%,-41.5%,i,1.5%
COC(=O)C1=C(C)N(Cc2ccccc2)C(=NCc2cc(OC)c(OC)c(OC)c2)N[C@H]1c1ccccc1,-15.7%,-1.1%,-2.6%,-9.5%,-1.5%,-42.0%[20 µM],-28.4%,.,0.8%
O=C(c1ccc(-c2cc3ccccc3oc2=O)cc1)N1CCN(c2ccc(Cl)cc2[N+](=O)[O-])CC1,4.0%,-1.8%,11.5%,4.4%,3.9%,27.7%,-3.5%,i,1.4%
CN1CCN(c2nc(-c3cccnc3)nc3ccccc23)CC1,2.8%,-1.1%,7.3%,9.6%,6.0%,-3.4%,-44.1%,i,-0.3%
COc1ccc(C2N(c3cc(Cl)ccc3OC)C(=O)C3CCCN32)cc1 (configuration not stated),-4.3%,0.1%,-8.2%,-6.0%,-0.7%,-16.1%,21.3%,i,-2.3%
Cc1cccc(NC(=O)CSc2nnc(C3CC3)n2CC2CCCO2)c1C (configuration not stated),-0.8%,-0.6%,2.8%,-5.0%,-0.2%,-37.5%,-51.6%,.,0.2%
CC(Cc1ccccc1)NC(=O)c1cc2ccccc2o1 (configuration not stated),-3.3%,-0.7%,8.7%,-78.2%,-0.5%,6.4%,-55.5%,.,-1.3%
Cc1cc(C)cc(OCC(=O)N2N=C(C(F)(F)F)CC2(O)C(C)(C)C)c1 (configuration not stated),-8.3%,-0.5%,1.6%,7.5%,3.2%,-22.6%,-18.9%,i,0.7%
Cc1ccc(-n2nnc(-c3cccnc3Cl)n2)cc1,-1.6%,0.2%,-0.4%,-175.0%,-1.6%,9.5%,-19.7%,i,-0.8%
CC(C)N(C(=O)Nc1ccc2nsnc2c1)C(C)C,.,-1.5%,60.7%*,-0.2%,13.1%,-247.3%[20 µM],-28.6%,?,20.0%
CC(C)[C@H](NS(=O)(=O)c1ccc2c(c1)OCCO2)C(=O)OCC(=O)Nc1ccccc1Cl,-0.7%,0.4%,-3.6%,12.1%,3.3%,23.8%,-11.5%,i,-0.4%
COc1ccc(COC(=O)c2ccc(Cl)c(S(=O)(=O)N3CCOCC3)c2)cc1F,-1.9%,0.5%,-4.3%,25.1%,4.5%,-10.5%,-16.9%,.,0.9%
CCOC(=O)C1=C(C)N2C(=C(C#N)[C@@H]1c1ccc(C(=O)OC)cc1)SC[C@@]2(O)C(C)(C)C,-11.3%,-0.5%,-10.3%,-9.2%,0.3%,-21.0%,-35.1%,i,-0.7%
CC1(C)CC(=O)c2cc(C(=O)NC3CCSC3=O)c(=O)n(-c3ccc(Cl)cc3)c2C1 (configuration not stated),-2.2%,-0.3%,-2.7%,-8.5%,-0.3%,.,-12.0%,i,0.0%
Cc1cc2oc(=O)cc(C)c2c(=O)o1,-2.0%,0.4%,-4.1%,6.7%,-1.5%,13.9%,-32.9%,i,0.1%
CCOc1ccc(NC(=O)CN(C)C(=O)Cc2c(C)nc3ccccc3c2C)cc1OCC,-0.7%,-0.5%,12.8%,18.8%,8.9%,-13.2%,-4.3%,.,6.2%
Fc1ccc(CNC(=S)NC2CCCCCC2)cc1,1.6%,-0.8%,-5.7%,1.0%,-3.2%,-11.8%[20 µM],-18.3%,i,2.1%
CCC(C)NC(=O)CSc1nnc(-c2ccc(OC)c(OC)c2)c(-c2ccc(OC)c(OC)c2)n1 (configuration not stated),-4.0%,-1.1%,9.0%,-44.7%,6.5%,14.2%,2.6%,.,-0.3%
COc1ccc(C(=O)C2CCCN(Cc3sc(N4CCCC4)nc3Cl)C2)c(OC)c1 (configuration not stated),0.8%,-1.5%,1.2%,14.8%,0.2%,1.6%,-10.5%,i,1.3%
CCC(=O)Nc1c2c(nn1-c1ccc(C)cc1C)CSC2,-2.8%,-0.3%,-16.6%,11.9%,-2.5%,16.8%,-9.6%,i,-0.7%
O=C(CNCCc1ccc(F)cc1)Nc1cc(F)ccc1F,0.7%,-0.4%,5.4%,-0.3%,-11.6%,-1.9%,-3.7%,.,-1.6%
S=c1[nH]nc(COc2ccccc2)n1/N=C/c1ccc(Cl)cc1Cl,-10.8%,1.1%,-2.2%,27.5%,8.4%,-10.8%,4.0%,.,3.5%
C=CCN(c1ccccc1C(=O)O)S(=O)(=O)c1ccc(NC(=O)OC)cc1,6.9%,0.0%,24.5%,15.4%,-2.0%,3.7%,5.3%,i,1.6%
COc1ccc(C2=NO[C@@H]3C(=O)N(c4ccc5c(c4)OCCO5)C(=O)[C@H]23)cc1OC,-3.8%,0.3%,-1.2%,3.2%,-3.3%,21.9%,-21.6%,i,-1.2%
Cc1ccc(C(c2nnnn2C2CCCC2)N2CCc3ccccc32)cc1 (configuration not stated),3.6%,-1.3%,-3.8%,-16.5%,-1.7%,-13.6%,-11.6%,i,1.8%
CCC(=O)Nc1cccc(-c2cn3ccsc3n2)c1,-2.7%,0.2%,-6.3%,-16.6%,2.0%,-3.4%,-44.8%,i,0.6%
Cc1cccc(NC(=S)N(CCN(C)C)C(C)c2ccco2)c1 (configuration not stated),13.1%,-0.6%,-13.8%,8.7%,10.7%,15.7%,-12.4%,i,1.5%
O=C(O)c1ccc(S(=O)(=O)Nc2ccc3c(c2)OCCO3)cc1,-1.6%,0.9%,10.6%,3.9%,-0.8%,8.7%,6.7%,.,-2.5%
O=C(CCc1c[nH]c2ccccc12)NCC1CCCO1 (configuration not stated),0.0%,0.0%,-5.1%,11.6%,-1.8%,15.6%,11.9%,i,-0.6%
COc1ccc(C(=O)NCC(C)C)c(OC)c1,-12.0%,1.1%,-17.3%,8.7%,-5.3%,-0.5%,-18.1%,i,-1.1%
O=C(CCC1CCCCC1)NCc1ccc(F)cc1,-3.2%,-0.1%,3.7%,-23.3%,0.1%,-48.5%,-36.9%,i,-0.7%
O=C(NCc1ccccc1)Nc1cccn(Cc2c(F)cccc2Cl)c1=O,-0.8%,-0.9%,21.2%,-27.2%,-1.3%,-102.8%[20 µM],-4.3%,i,1.0%
COc1ccc(NC(=O)c2nn(C34CC5CC(CC(C5)C3)C4)cc2[N+](=O)[O-])cc1,-8.9%,-1.8%,7.8%,8.7%,5.2%,1.0%,-0.6%,i,-3.0%
Cn1c(=O)cc(C(=O)N/N=C/c2ccc(F)cc2)[nH]c1=O,-5.4%,0.1%,7.9%,1.9%,1.4%,4.2%,-8.3%,i,1.7%

# A portion of the library; the hit share may differ from the screen's.
